Bioassay records (PubChem)
H1N1 NS1A inhibition: NS1A inhibition, H1N1 influenza, cell based functional assay (AID 504329); NS1A functional cell-based assay, percent inhibition; higher % means a stronger effect; inhibition, % at 12.5 µM; hits with a dose series show IC50 in µM; 340,000 compounds, 0.3% hits; in the data active = a potency from the dose series; inconclusive = inhibition above about 27% without an active follow-up result; also: strong numbers were not always called active
H37Rv inhibition: M. tuberculosis growth inhibition, HTS (AID 449762); inhibition, % at 25 µM; hits with a dose series show IC50 in µM; 330,000 compounds, 0.59% hits; M. tuberculosis H37Rv growth inhibition, 7H9 media; higher % means a stronger effect; in the data active = a potency from the dose series; inconclusive = inhibition above about 70% without an active follow-up result;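 also: bacterial growth assessed after seven days of incubation; strong numbers were not always called active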
PhoP GFP inhibition: Inhibition of PhoP regulon, Salmonella typhi GFP reporter cells, confirmation, 4 h (AID 1850); 310,000 compounds, 0.33% hits; Salmonella Typhi PhoP-promoter GFP reporter, fluorescence, 4 h; higher % means a stronger effect; inhibition, % at 50 µM; hits with a dose series show IC50 in µM; in the data active = a potency from the dose series; inconclusive = inhibition mostly from about 25% at the one dose, without a potency; inactive = the rest, 99 in 100 with inhibition below about 19%;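 also: 0% = induced wells with vehicle and 100% = uninduced wells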
M. tuberculosis: growth inhibition of non-replicating M. tuberculosis (AID 488890). one-dose inhibition, % at 25 µM; IC50 in µM for titrated hits. Mycobacterium tuberculosis non-replicating, growth inhibition; higher % means a stronger effect. 320,000 compounds, 0.39% hits; in the data active = a potency from the dose series; inconclusive = inhibition mostly from about 82% at the one dose, without a potency; inactive = the rest, 99 in 100 with inhibition below about 76%;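 also: plate controls were DMSO cells for no effect and high antibiotic wells for full effect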
VEEV TC-83 Vero: inhibitors of VEEV TC-83 cytopathic effect, confirmation, Vero cells (AID 588727); inhibition, % at 20 µM, or IC50 in µM where a hit was titrated; 350,000 compounds, 0.13% hits; Vero cells, VEEV TC-83 cytopathic effect inhibition; higher % means a stronger effect; in the data active = a potency from the dose series; inconclusive = inhibition mostly from about 14% at the one dose, without a potency; inactive = the rest, 99 in 100 with inhibition below about 12%; also: strong numbers were not always called active
VEEV TC-83 Vero 10K pilot screen: second read-out of VEEV TC-83 Vero, no call of its own (marks repeat the call); inhibition, %; measured here: 10K pilot screen inhibition
An asterisk follows results filed as active; i = inactive; ? = inconclusive; / = no result given.

SMILES	H1N1 NS1A inhibition	H37Rv inhibition	PhoP GFP inhibition	M. tuberculosis	VEEV TC-83 Vero	others
Cc1ccc(O)c(C(=O)c2cnn(C(=O)COc3ccc(Cl)cc3)c2)c1	-2.7%	3.8%	-2.5%	78.5%	1.9%
OCCC1CN(Cc2cccc(-c3ccco3)c2)CCN1Cc1ccsc1 (stereo not drawn)	4.1%	10.7%	4.4%	54.4%	i
COCCCn1c(-c2ccc(OC)cc2)cc(C(=O)NC2CCCCCCC2)c1C	-4.9%	48.5%	-3.1%	25.5%	i
CCOc1ccccc1NC(=O)CCCN1C(=S)NC(C)(C)CC1C (stereo not drawn)	20.6%	8.1%	-6.3%	4.8%	1.1%	VEEV TC-83 Vero 10K pilot screen=1.4
C=C(C)c1cccc(C(C)(C)NC(=O)Nc2ccc(C(C)=O)cc2)c1	-6.7%	2.2%	-6.1%	-6.3%	0.4%
O=C(CNC(=O)c1ccccc1Cl)N/N=C/c1ccc2c(c1)OCO2	-14.0%	-2.4%	-7.6%	-1.9%	0.3%
Clc1cc(Cl)cc(CN2CCSCC2)c1	-23.4%	-8.8%	-4.0%	-5.4%	0.2%
C=CCNC(=S)N(CC)c1cccc2ccccc12	0.8%	3.0%	2.6%	15.1%	1.1%	VEEV TC-83 Vero 10K pilot screen=0.4
CNC(=O)CSc1nnc(-c2ccc3c(c2)OCO3)n1C	-6.3%	-7.6%	8.2%	-7.3%	2.5%
CCCn1c(N)c(N(CCOC)C(=O)c2cc3c(s2)CCCCC3)c(=O)[nH]c1=O	-5.3%	-11.2%	-3.4%	-1.7%	5.6%
C=CCNC(=O)NC(=O)c1csc([N+](=O)[O-])c1	9.1%	-6.1%	-1.5%	10.3%	2.3%
CC1(C)Cc2c(c(N3CCCC3)[nH]c(=S)c2C#N)CO1	/	-7.1%	3.4%	-16.2%	/
O=C(Nc1c2c(nc3c1CCC3)CCCC2)c1ccccn1	-11.7%	-1.5%	-7.6%	-6.1%	0.8%
Cc1ccc(-c2nnn(CC(=O)NCCC3=CCCCC3)n2)cc1	0.8%	-6.9%	3.0%	30.7%	1.0%
COc1ccc(Cl)cc1NC(=O)c1cnc2sccn2c1=O	3.8%	-2.1%	-12.8%	/	3.2%
COc1ccc(C(=O)N2CCCC(CNC(=O)c3ccccc3Cl)C2)o1 (stereo not drawn)	-4.5%	0.9%	1.5%	-2.2%	i
COc1cc2c(cc1OC)CN(CC(=O)Nc1ccc(Cl)c(S(=O)(=O)N(C)C)c1)CC2	2.3%	-0.3%	-27.0%	56.0%	1.0%
O=c1[nH]c(=O)n(-c2cccc(Cl)c2)c(O)c1C=NCCN1CCCCC1	-3.0%	2.6%	10.8%	-2.1%	1.0%
CSC1=NSC2=NC(=O)/C(=C/c3coc4ccc(O)cc4c3=O)C(=N)N12	-3.6%	3.9%	-6.1%	14.2%	5.4%
Cc1c(C(C)(C)O)[nH]c2ccc(C(F)(F)F)cc12	-4.4%	?	7.1%	4.8%	i
Cc1sc(NC(=O)c2ccc(Br)s2)c(C(N)=O)c1C	23.8%	8.2%	-0.5%	7.9%	3.4%
COc1ccc(-n2c(O)c(C=NCc3ccc4c(c3)OCO4)c(=O)[nH]c2=O)cc1	-1.3%	-0.7%	-17.7%	2.5%	0.6%
Cc1ccccc1NS(=O)(=O)c1cc(C(=O)Nc2cccnc2)ccc1C	-6.4%	0.4%	0.9%	-14.2%	6.6%
CCN(CCCNC(=O)CCNC(=O)Cn1ccc2ccccc2c1=O)c1ccccc1	0.8%	/	/	/	0.8%
CC(=O)Nc1ccc(NC(=S)Nc2ccc(F)cc2)cc1	-4.8%	2.7%	1.4%	40.6%	0.2%	VEEV TC-83 Vero 10K pilot screen=0.4
CC(SCc1ccccc1)C(=O)N/N=C/c1cccs1 (stereo not drawn)	0.6%	6.3%	-3.5%	62.9%	1.6%
COc1cc(/C=C2\SC(=O)NC2=O)ccc1OCc1ccc(Cl)nc1	-23.1%	-2.4%	17.4%	18.0%	1.1%
COc1ccc(C2CC2/C(C)=N/OC(=O)c2cccs2)cc1 (stereo not drawn)	-2.0%	?	-0.7%	?	i
COc1cc2c(cc1OC)C(c1ccc(-c3ccccc3Cl)o1)=NCC2	6.0%	53.4%	-10.4%	66.9%	9.6%
Cn1c2ccccc2c2ccc3c(c21)C(=O)C=CC3=O	8.7%	/	/	/	31.1%
CC(=O)Nc1ccc(NS(=O)(=O)C(F)(F)F)cc1	0.8%	-11.2%	11.3%	-8.8%	i
CCOC(=O)C(=O)Nc1ccccc1C#N	1.5%	-9.5%	-5.5%	5.8%	1.1%
CCOC(=O)c1ccc(Nc2cc(C)nc3ncnn23)cc1	-2.9%	?	-1.5%	63.0%	i
CCc1nn(CC(=O)NCCC(C)C)c(=O)c2cc3c(OC)cccc3n12	-3.1%	12.7%	-0.9%	-8.2%	i
COc1ccc(CNC2C[C@H]3CCCC(=O)N4CC[C@@H](C2)[C@@H]34)cc1 (stereo partly drawn)	-16.1%	/	/	/	1.0%
CC(=O)Cc1nsc(Nc2ccc(C)cc2)n1	-0.5%	1.2%	0.1%	12.3%	4.4%

Structural class: the compounds so far with a furan ring, fused or not (3)
SMILES	H1N1 NS1A inhibition	H37Rv inhibition	PhoP GFP inhibition	M. tuberculosis	VEEV TC-83 Vero	others
OCCC1CN(Cc2cccc(-c3ccco3)c2)CCN1Cc1ccsc1 (stereo not drawn)	4.1%	10.7%	4.4%	54.4%	i
COc1ccc(C(=O)N2CCCC(CNC(=O)c3ccccc3Cl)C2)o1 (stereo not drawn)	-4.5%	0.9%	1.5%	-2.2%	i
COc1cc2c(cc1OC)C(c1ccc(-c3ccccc3Cl)o1)=NCC2	6.0%	53.4%	-10.4%	66.9%	9.6%

Next part:
SMILES	H1N1 NS1A inhibition	H37Rv inhibition	PhoP GFP inhibition	M. tuberculosis	VEEV TC-83 Vero	others
O=C(c1ccc(NC(=S)NCc2ccco2)cc1)N1CCOCC1	6.0%	4.9%	3.1%	10.4%	0.7%
Cc1[nH]c2ccccc2c1/C=N\NC(=O)Cn1nnc(-c2ccccc2)n1	3.7%	6.8%	-5.3%	-15.2%	i
Oc1ccc(F)c2cccnc12	3.6%	5.26µM*	8.4%	1.61µM*	0.9%
CCCCn1nnc(NC(=O)COc2cc(C)ccc2C(C)C)n1	-2.5%	18.4%	1.0%	/	3.0%
CN1C(=O)NC(=O)[C@]2(Cc3ccccc3N3CCN(c4ccccc4)CC32)C1=O (stereo partly drawn)	26.6%	0.0%	-4.6%	11.6%	2.5%
C/C(=C\c1cccs1)C(=O)c1c(C)cc(C)[nH]c1=O	11.8%	1.3%	4.7%	-2.4%	i
C[C@H](NC(=O)C1CCC(CNC(=O)[C@@H]2CCCN2C(=O)OC(C)(C)C)CC1)C(=O)O (stereo partly drawn)	-17.6%	-3.9%	-0.5%	-2.1%	0.2%
CC(C)COC(=O)Nc1ccccc1C(=O)N1CCOCC1	11.0%	-0.4%	-5.0%	-12.3%	0.5%
O=C(COC(=O)/C=C/c1ccccc1)NC1CC1	-2.9%	4.1%	/	20.9%	0.6%
O=C(O)[C@H]1Cc2ccccc2CN1S(=O)(=O)c1ccc(F)cc1	-10.7%	0.0%	-0.2%	-6.1%	1.1%
CCOC(=O)C1CCN(C(=O)CN(Cc2ccc(Cl)cc2)S(C)(=O)=O)CC1	5.7%	-0.1%	-0.6%	2.0%	0.6%
O=C(Cn1ncc2c3ccccc3n(Cc3ccc(F)cc3)c2c1=O)N1CCN(c2ncccn2)CC1	7.4%	?	7.6%	37.9%	4.5%

Already shown: an excerpt of the list.
SMILES	H1N1 NS1A inhibition	H37Rv inhibition	PhoP GFP inhibition	M. tuberculosis	VEEV TC-83 Vero	others
CCOC(=O)C1CCN(C(=O)CN(Cc2ccc(Cl)cc2)S(C)(=O)=O)CC1	5.7%	-0.1%	-0.6%	2.0%	0.6%
O=C(Cn1ncc2c3ccccc3n(Cc3ccc(F)cc3)c2c1=O)N1CCN(c2ncccn2)CC1	7.4%	?	7.6%	37.9%	4.5%

(further entries)
SMILES	H1N1 NS1A inhibition	H37Rv inhibition	PhoP GFP inhibition	M. tuberculosis	VEEV TC-83 Vero	others
OCC1(Cc2ccc(Cl)cc2)CCN(CCCc2ccccc2)CC1	/	39.2%	-2.4%	35.8%	i
COc1ccccc1OCC(=O)Nc1ccc(S(=O)(=O)NC(C)=O)cc1	-12.1%	-0.1%	-3.9%	-2.1%	i
COc1cc(C(=O)Nc2ccc(S(=O)(=O)Nc3ncccn3)cc2)c([N+](=O)[O-])cc1OC	-1.2%	7.0%	0.1%	5.6%	1.1%
COc1ccccc1CNC(=O)CSc1nnc2c(Cl)cc(C(F)(F)F)cn12	-2.8%	0.3%	-7.6%	34.2%	9.8%
CCc1ccc(OCc2nnc(SCC(=O)NCC3CCCO3)n2C)cc1 (stereo not drawn)	0.3%	-8.2%	10.2%	-3.0%	3.5%
CC(Sc1ncn[nH]1)C(=O)NCc1ccccc1 (stereo not drawn)	3.4%	-5.3%	-5.5%	26.9%	i
C/C(=N\Nc1nc(N)cc(Cl)n1)c1cccc([N+](=O)[O-])c1	5.2%	2.6%	5.7%	-29.4%	3.1%
CCOC(=O)[C@H]1[C@H]2COc3cc(OC)ccc3[C@@H]2N2C(=O)CN(C)C(=O)[C@@]12C	5.3%	-0.6%	/	-2.3%	0.5%
COC(=O)C(Cc1cccc(C)n1)(c1ccccc1)c1ccccc1	-1.6%	2.0%	-0.5%	1.5%	1.1%
COC(=O)Cc1ccc(NC(=S)N2CCN(CCO)CC2)cc1	-1.7%	2.2%	-2.0%	70.8%	i
CCOC(=O)C1(Cc2ccc(Cl)cc2)CCN(C(=O)C2CCCO2)CC1 (stereo not drawn)	-17.5%	-4.5%	-10.7%	13.2%	0.4%
O/N=C/c1ccn(-c2ccc(Br)cc2)c1	-1.8%	51.4%	12.6%	46.0%	4.4%

Reprinted at random: 6 entries already listed
SMILES	H1N1 NS1A inhibition	H37Rv inhibition	PhoP GFP inhibition	M. tuberculosis	VEEV TC-83 Vero	others
COc1ccccc1OCC(=O)Nc1ccc(S(=O)(=O)NC(C)=O)cc1	-12.1%	-0.1%	-3.9%	-2.1%	i
COC(=O)Cc1ccc(NC(=S)N2CCN(CCO)CC2)cc1	-1.7%	2.2%	-2.0%	70.8%	i
CCOC(=O)C1(Cc2ccc(Cl)cc2)CCN(C(=O)C2CCCO2)CC1 (stereo not drawn)	-17.5%	-4.5%	-10.7%	13.2%	0.4%
C/C(=N\Nc1nc(N)cc(Cl)n1)c1cccc([N+](=O)[O-])c1	5.2%	2.6%	5.7%	-29.4%	3.1%
COc1ccccc1CNC(=O)CSc1nnc2c(Cl)cc(C(F)(F)F)cn12	-2.8%	0.3%	-7.6%	34.2%	9.8%
O/N=C/c1ccn(-c2ccc(Br)cc2)c1	-1.8%	51.4%	12.6%	46.0%	4.4%

Next section.
SMILES	H1N1 NS1A inhibition	H37Rv inhibition	PhoP GFP inhibition	M. tuberculosis	VEEV TC-83 Vero	others
CC(C)(O)CN(CCCNC(=S)Nc1ccccc1)C(=S)Nc1ccccc1	1.3%	/	/	/	1.6%
CC(C)[C@@H]1NC(=O)c2cc([N+](=O)[O-])cc(I)c2OCC[C@@H](C(N)=O)NC(=O)[C@H](CCC(=O)O)NC1=O	-7.0%	-3.2%	6.4%	-4.4%	0.5%
CC(C)c1ccc(S(=O)(=O)Nc2ccc(O)c(Sc3ncn[nH]3)c2)cc1	-14.2%	-3.3%	-3.3%	4.0%	7.7%
CN(C)CCNC(=O)c1ccc2c(=O)n(Cc3ccc(Cl)cc3)c(=S)[nH]c2c1	21.5%	2.1%	-9.4%	30.5%	1.2%
Cc1ccc(C(=O)NC2CCN(C(=O)N3CCOCC3)CC2)cc1	0.4%	-5.4%	-5.9%	6.9%	1.3%
CC(C)CNC(=S)N1CCC(Cc2ccccc2)CC1	6.0%	4.7%	-5.5%	57.4%	i
CSCCC(NC(=O)c1ccco1)C(=O)N1CCCC(C(F)(F)F)C1 (stereo not drawn)	-1.4%	-13.2%	/	-5.8%	i
COc1ccc(C)cc1S(=O)(=O)N(C)CC(=O)N1CCN(c2ccccc2)CC1	9.7%	1.6%	-1.8%	17.4%	4.7%
O=C(CCn1c(=O)[nH]c2ccsc2c1=O)N(CCc1ccccc1)Cc1ccccc1	6.0%	-14.5%	-5.8%	34.6%	10.2%
O=[N+]([O-])c1cc([N+](=O)[O-])c(Oc2ccc(F)cc2)cc1NN1CCCCC1	3.7%	-3.8%	-12.1%	-6.3%	0.9%
Cc1ccc(S(=O)(=O)N2CCN(CC(=O)N/N=C/c3ccccc3OCC(=O)O)CC2)cc1	/	-1.7%	4.0%	-2.1%	/
